High-throughput results: PubChem, Vanderbilt University
GIRK2 act: Activates human GIRK2-containing potassium channels; P48051; HEK293 GIRK2/NPY4 cells, thallium flux fluorescence; activation (% efficacy), % for hits at 37.5 µM; 34,000 tested, under 10 active; AID 1259324;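 active = primary screen hit, no activity in plain HEK293 cells, and in GIRK2-only cells above 5% efficacy rising with concentration; inactive = the rest, including fluorescent compounds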;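 note: efficacy is normalized control-subtracted fluorescence 15 s after thallium addition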
Target sequence (P48051 whole entry, looked up): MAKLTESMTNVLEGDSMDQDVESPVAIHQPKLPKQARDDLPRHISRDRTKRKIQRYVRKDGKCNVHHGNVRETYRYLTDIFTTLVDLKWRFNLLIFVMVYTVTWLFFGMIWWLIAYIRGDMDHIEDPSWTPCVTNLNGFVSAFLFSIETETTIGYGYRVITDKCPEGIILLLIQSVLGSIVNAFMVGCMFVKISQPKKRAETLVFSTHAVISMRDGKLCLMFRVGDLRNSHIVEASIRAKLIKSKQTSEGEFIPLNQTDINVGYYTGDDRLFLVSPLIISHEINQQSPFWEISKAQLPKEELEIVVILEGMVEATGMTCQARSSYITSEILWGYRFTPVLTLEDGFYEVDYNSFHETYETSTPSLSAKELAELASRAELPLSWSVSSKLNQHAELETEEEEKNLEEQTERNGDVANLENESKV
Calls only; i = inactive. This is a subset. The share of hits here may be higher or lower than overall.

SMILES | GIRK2 act
O=C(Nc1nnc(CCS(=O)(=O)c2ccccc2)o1)C1COc2ccccc2O1 (stereo not drawn) | i
O=C(CCSc1ccccc1)NCC(O)c1ccc(C(F)(F)F)cc1 (stereo not drawn) | i
CCOC(=O)CCC(=O)NC1CC(=O)N(C)C1 (stereo not drawn) | i
O=C(NCc1n[nH]c(=O)c2ccccc12)c1cc(-c2ccco2)[nH]n1 | i
CCC(=O)Nc1nnc(-c2ccc3c(c2)CCCC3)o1 | i
O=C(/C=C/c1ccc2c(c1)OCO2)c1ccc(Cl)c(Cl)c1 | i
CN(C)c1cccc(C(=O)NCC2CCN(S(=O)(=O)C3CC3)CC2)c1 | i
CCOCCn1c(-n2nc(C)cc2C)nc2c1c(=O)n(Cc1ccccc1F)c(=O)n2C | i
Cn1c(=O)[nH]c(=O)c2c1nc(Br)n2CCCO | i
O=S(=O)(NCCNc1ccc(Nc2ccccn2)nn1)c1ccccc1C(F)(F)F | i
CCOC(=O)CCC(=O)N1CCC(c2nnc(C3CC3)o2)CC1 | i
CN(c1ccc(F)cc1)S(=O)(=O)c1ccsc1-c1nc(-c2ccc(F)cc2)no1 | i
COc1cccc(OC)c1C(=O)Nc1ccc(OC(C)C)cc1 | i
N#Cc1ccccc1NC(=O)c1ccc(N2CCCCS2(=O)=O)cc1 | i
CCCCc1ccc(NC(=O)Cn2nc(C(=O)Nc3ccccc3)ccc2=O)cc1 | i
Cc1nccn1CC1CCN(C(=O)NC(C)C)CC1 | i
COc1ccccc1-c1ccc(=O)n(CC(=O)Nc2ccc(S(=O)(=O)Nc3ncccn3)cc2)n1 | i
CN(C)c1cccc(C(=O)NCC2CCN(C(=O)NC(C)(C)C)CC2)c1 | i
CSc1ccccc1NC(=O)c1ccc(=O)n(Cc2ccc(F)cc2)c1 | i
O=C(CSc1ccc(NC(=O)C2CC2)nn1)NC1CCCCC1 | i
O=C(NCC(O)(c1ccccc1)C(F)(F)F)c1ccc(S(=O)(=O)N2CCCC2)cc1 (stereo not drawn) | i
CCc1nc(-c2ccc(N3CCN(C(=O)C4(c5cccs5)CCCC4)CC3)nc2)no1 | i
CC(C)(C)c1ccc(C(=O)N(Cc2ccsc2)C2CC2)cc1 | i
CN(C)S(=O)(=O)c1ccc(C(=O)N(C(=O)N2CCCCC2)c2cccc(Cl)c2)cc1 | i
Cc1onc(-c2ccccc2Cl)c1C(=O)NCCCN1CCOC(c2ccccc2)C1 (stereo not drawn) | i
CCOC(=O)C1CCN(C(=O)Cc2cc(=O)oc3cc(C)ccc23)CC1 | i
COc1ccccc1Cc1noc(C2CN(CC(=O)Nc3nc(C)cs3)C2)n1 | i
Cc1ccc(N2CCN(c3ccc(S(=O)(=O)c4ccccc4)nn3)CC2)c(C)c1 | i
COc1ccc(CCC(=O)NCC2CCN(C(=O)NC(C)(C)C)CC2)cc1 | i
O=C(NC(c1ccccc1)c1ccccc1)N1CCN(C(=O)c2cnn3ccccc23)CC1 | i
COCCNC(=O)Cn1nc2c(c1NC(=O)c1cc(OC)cc(OC)c1)CSC2 | i
Cn1ccnc1N1CCN(C(=O)Cc2ccc(-c3ccccc3)cc2)CC1 | i
CCCOc1ccc(/C=C/C(=O)NCC(C)C)cc1 | i
Cc1cc(C(=O)NC2CNC(=O)C2)c(C)o1 (stereo not drawn) | i
O=C(Nc1ccc(F)c(Cl)c1)N1CCN(c2ccc3nnc(C4CC4)n3n2)CC1 | i
CCOC(=O)N1CCc2nc(NC(=O)c3cc(Cl)sc3Cl)sc2C1 | i
CCN(CC)C(=O)Oc1ccc2c(=O)c(-c3ccc(OC)c(OC)c3)c(C)oc2c1 | i
COc1ccc(S(=O)(=O)Nc2ccc(CC(=O)N3CCOCC3)cc2)c(C)c1 | i
CCCCn1cnc2c(-c3ccccc3)cn(CC(=O)NCc3ccccc3OC)c2c1=O | i
COc1ccc(C2(CNC(=O)c3c(F)cccc3F)CCCC2)cc1 | i
CSCCC(C)(O)CNC(=O)c1nc2ccccc2s1 (stereo not drawn) | i
O=C(Cc1cccs1)NCC(c1ccco1)N1CCN(c2ccc(F)cc2)CC1 (stereo not drawn) | i
O=C(CSc1nnc(-c2ccncc2)o1)Nc1ccccc1C(F)(F)F | i
Cc1cc(-c2nnc(NC(=O)C(c3ccccc3)c3ccccc3)o2)nn1C | i
CC(C)(C)n1nc2c(c1-n1cccc1)CN(C(=O)c1ccc(=O)[nH]c1)C2 | i
COc1ccc(NC(=O)C(=O)NCC(c2ccc(C)cc2)N2CCOCC2)cc1 (stereo not drawn) | i
CCOc1ccc(NC(=O)C(=O)NCCc2ccc(F)cc2)cc1 | i
CN(C)c1nn(CC(=O)NCc2ccc3c(c2)OCO3)cc1-c1ccc(Cl)cc1 | i
COc1ccc(-c2cc(=O)n(CC(=O)N3CCN(c4ccc(O)cc4)CC3)cn2)cc1 | i
COc1cc(-c2noc(C3CCCN(S(=O)(=O)c4ccc(C)cc4)C3)n2)cc(OC)c1OC (stereo not drawn) | i
O=C(Nc1ccc2c(c1)N(C(=O)C1CC1)CC2)c1cc(Br)ccc1Cl | i
COc1ccc(Nc2cc(C)nc(NCCNS(=O)(=O)c3c(C)noc3C)n2)cc1 | i
O=S(=O)(Cc1ccccc1)NCCCN1CCOC(c2ccccc2)C1 (stereo not drawn) | i
COC(=O)C1CCN(C(=O)Cc2cc(-c3ccc(OC)cc3)on2)CC1 | i
Cc1ccc(-c2ccc(SCC(=O)N3CCN(c4ccccc4)CC3)nn2)c(C)c1 | i
COC(=O)N1CCC(CNC(=O)c2snnc2C)CC1 | i
COc1ccc(C)cc1S(=O)(=O)Nc1cccc(N2CCCCC2=O)c1 | i
O=S(=O)(c1ccc(Cl)cc1)c1nc(-c2ccco2)oc1NCC1CCCO1 (stereo not drawn) | i
Cc1cc(NC(=O)c2c(F)cccc2Cl)n(-c2nc(-c3ccccc3)cs2)n1 | i
COc1ccc2nc(-c3ccc(Cl)c(NC(=O)c4c(OC)cccc4OC)c3)cn2n1 | i

(cont.)
Compound	GIRK2 act
CC(C)(C)n1nc2c(c1-n1cccc1)CN(C(=O)c1ccco1)C2	i
CCOc1ccc2ccccc2c1C(=O)NCC1CCN(C(C)C)CC1	i
Cc1cccc(-c2noc(-c3cn(CC(=O)NCCC4=CCCCC4)c4nc(C)ccc4c3=O)n2)c1	i
O=C(NCc1cccc(C(F)(F)F)c1)C1CCN(c2nc3nc[nH]c(=O)c3s2)CC1	i
O=C(c1ccno1)N(CCCN1CCOCC1)c1nc2ccccc2s1	i
O=C(COc1ccc(Cl)cc1Cl)NCC(O)(c1cccs1)C1CC1 (stereo not drawn)	i
COC(=O)c1ccc(CSc2nnc(CCn3ccc(=O)[nH]c3=O)o2)o1	i
COCCNC(=O)Cc1ccc(NC(=O)c2cc(Cl)ccc2OC)cc1	i
O=C(CSc1nc(=O)n(CC2CCCO2)c2c1CCC2)Nc1nccs1 (stereo not drawn)	i
CCCCn1c2c(c(=O)[nH]c1=O)C(c1ccco1)NC(=O)N2 (stereo not drawn)	i
CSc1ccccc1NC(=O)Cn1nc(-c2ccncc2)ccc1=O	i
Cc1ccc(S(=O)(=O)N(C)c2ccc(C(=O)N3CCN(C)CC3)cc2)cc1	i
O=C(NCc1ccc2c(c1)OCO2)C(=O)Nc1cccc(N2CCCC2=O)c1	i
Cc1cc(C)n(C(=O)c2ccc(C)c(S(=O)(=O)N3CCOCC3)c2)n1	i
COc1ccc(Br)c(C(=O)NCC2(O)CCOCC2)c1	i
Cc1cc(C)c2c(n1)nn1c(NCCc3ccccc3)cc(C)nc21	i
O=C(NCCCS(=O)(=O)N1CCN(c2ccccc2)CC1)c1ccc[nH]c1=O	i
Cc1cc(C(=O)N2CCN(c3nc4c(S(C)(=O)=O)cccc4s3)CC2)on1	i
COc1cccc(NC(=O)Nc2ccc3c(c2)N(S(C)(=O)=O)CCC3)c1	i
CCOc1cccc2sc(N(CCN3CCOCC3)C(=O)c3ccc(C)c(C)c3)nc12	i

Of the compounds above, these contain bromine:
Compound	GIRK2 act
Cn1c(=O)[nH]c(=O)c2c1nc(Br)n2CCCO	i
O=C(Nc1ccc2c(c1)N(C(=O)C1CC1)CC2)c1cc(Br)ccc1Cl	i
COc1ccc(Br)c(C(=O)NCC2(O)CCOCC2)c1	i

Continued.
Compound	GIRK2 act
COc1ccc(S(=O)(=O)N2CCC(C(=O)Nc3ccc4nc(C)sc4c3)CC2)cc1	i
O=C(NNC(=O)c1ccc(=O)n(Cc2ccccc2)c1)c1ccccc1	i
Cc1ccc(S(=O)(=O)N(C)c2c(C)ccc(S(=O)(=O)NCc3cccnc3)c2C)cc1	i
COc1ccc(OC)c(C(=O)Nc2nnc(Cc3ccc(Cl)s3)o2)c1	i
COC(=O)N1CCC(CNC(=O)c2cccc(C#N)c2)CC1	i
CSCCC(C)(O)CNC(=O)COc1ccc2ccccc2c1 (stereo not drawn)	i
CC(C)NC(=O)N1CCC(c2nnc(C(C)C)o2)CC1	i
CCCOc1cn(-c2ccc(F)cc2)nc1C(=O)Nc1cc(OC)c(OC)c(OC)c1	i
COc1ccc(-c2ccc(=O)n(CCNC(=O)COc3ccc(F)cc3F)n2)cc1OC	i
COc1ccc(OC)c(-c2ccc(=O)n(Cc3cccc([N+](=O)[O-])c3)n2)c1	i
COc1ccc(Cl)cc1-n1nnc(C(=O)N2CCc3ccccc3C2)c1C	i
O=C(Cc1cc(-c2cc3ccccc3o2)on1)N1CCc2ccccc21	i
COCC(=O)N1CCCc2ccc(NC(=O)c3snnc3C)cc21	i
CN(C)C(CNS(=O)(=O)c1cc(F)ccc1F)c1cccn1C (stereo not drawn)	i
Cc1ccc(NCC(CC(=O)O)c2nc3ccccc3[nH]2)cc1C (stereo not drawn)	i
CC1CC(=O)Nc2c1c(NC(=O)C1(c3ccc(Cl)cc3)CCCC1)nn2C (stereo not drawn)	i
Cc1nccn1-c1cc(N2CCN(C(=O)C(C)Oc3ccccc3)CC2)ncn1 (stereo not drawn)	i
CCOc1ccc2c(c1)sc(=NC(=O)c1cc(C)no1)n2CC	i
CC1(C)N=C(SCC(=O)Nc2ccc(F)cc2)C(c2ccc(F)cc2)=N1	i
COc1ccc(S(=O)(=O)NCCOc2ccc3nnc(C)n3n2)cc1F	i

3 structures from above, arranged by molecular weight, rising.
Compound	GIRK2 act
O=C(Cc1cc(-c2cc3ccccc3o2)on1)N1CCc2ccccc21	i
COc1ccc(Cl)cc1-n1nnc(C(=O)N2CCc3ccccc3C2)c1C	i
CC1CC(=O)Nc2c1c(NC(=O)C1(c3ccc(Cl)cc3)CCCC1)nn2C (stereo not drawn)	i

Quoted at random: 6 records from the list, in no set order.
Compound	GIRK2 act
CC1CC(=O)Nc2c1c(NC(=O)C1(c3ccc(Cl)cc3)CCCC1)nn2C (stereo not drawn)	i
CN(C)C(CNS(=O)(=O)c1cc(F)ccc1F)c1cccn1C (stereo not drawn)	i
Cc1ccc(NCC(CC(=O)O)c2nc3ccccc3[nH]2)cc1C (stereo not drawn)	i
COc1ccc(Cl)cc1-n1nnc(C(=O)N2CCc3ccccc3C2)c1C	i
COc1ccc(S(=O)(=O)NCCOc2ccc3nnc(C)n3n2)cc1F	i
CC1(C)N=C(SCC(=O)Nc2ccc(F)cc2)C(c2ccc(F)cc2)=N1	i

Further compounds follow.
Compound	GIRK2 act
COCCN1CCC(CNS(=O)(=O)c2ccc(OC)c(Cl)c2)CC1	i
CC(O)(CNC(=O)Nc1cccs1)c1ccc(-c2ccccc2)cc1 (stereo not drawn)	i
COC(=O)c1ccc(CN(c2ccc(C)cc2)S(=O)(=O)c2ccc3nnc(C)n3c2)o1	i
O=C(CN1CCC(c2nnc(C3CC3)o2)CC1)NCc1ccccc1Cl	i
CCC(=O)Nc1ccc(SCC(=O)NCc2ccco2)nn1	i
COC(=O)c1ccc(OC(=O)CCn2nc(C)c(Cl)c2C)cc1	i
O=C(NCc1ccccc1)C(=O)NCC1CCN(Cc2ccco2)CC1	i
COc1ccc(OC)c(-c2ccc(=O)n(CC(=O)N3CCOCC3)n2)c1	i
CN(C1CC1)S(=O)(=O)c1ccc(C(=O)Nc2sc3c(c2C(N)=O)CCC3)cc1	i
COCCNC(=O)NCc1cc(C)oc1C	i
CN(C)c1oc(-c2ccccc2F)nc1S(=O)(=O)c1ccccc1	i
O=S(=O)(CCOc1ccc(F)cc1)Nc1ccc2cn[nH]c2c1	i
CS(=O)(=O)N1CCCC1C(=O)Nc1nc(-c2ccc3c(c2)CCCC3)cs1 (stereo not drawn)	i
Cc1ccsc1C(O)CNC(=O)CSCc1ccccc1 (stereo not drawn)	i
Cc1cc(NC(=O)c2ccc3c(c2)OCO3)ccc1N1CCCC1=O	i
O=C(Nc1ccc(CC(=O)N2CCC(O)CC2)cc1)Nc1c(F)cccc1F	i
COCC(=O)Nc1cc(C)nn1-c1nc(-c2ccc3c(c2)OCO3)cs1	i
CC(C)S(=O)(=O)c1ccc(CC(=O)NCC2CCN(C(=O)COc3ccccc3)CC2)cc1	i
O=C(NCc1cccs1)C1CCCN(Cc2nc(-c3cccnc3)no2)C1 (stereo not drawn)	i
Cc1ccccc1-c1ccc(N2CCC(C(=O)Nc3ccc4c(c3)OCO4)CC2)nn1	i
CCOC(=O)N1CCN(/C=C(\C#N)C(=O)NCc2ccccc2)CC1	i
COc1cccc(CNC(=O)c2snc(C(=O)N3CCCC3)c2N)c1	i
CNC(=O)Cn1nnn(-c2ccc(NC(=O)COc3ccc(C(C)C)cc3)cc2)c1=O	i
CC(=O)c1ccc(C2CCN(C(C)=O)CC2)cc1	i
O=C(c1cccs1)N1CCN(CCn2ccnc2)CC1	i
COc1nn(C)cc1-c1nnc(SCC(=O)c2ccc(Cl)cc2)n1C	i
CC(C)S(=O)(=O)c1ccc(C(=O)Nc2nc3cc4c(cc3s2)OCCO4)cc1	i
COc1cn(CC(=O)NCc2ccc3c(c2)OCO3)c(CSc2nnc(C)s2)cc1=O	i
CCCNC(=O)Cn1c(NCCC)nc2c1c(=O)[nH]c(=O)n2C	i
